Assay outcomes (PubChem BioAssay)
Growth percent in the NCI-60 one-dose screen (48 h, 10 µM unless noted): 100 = growth as untreated, 0 = no growth, -100 = all killed.
ACHN = ACHN renal cancer; 81,000 compounds, 4.9% hits; AID 1794771
OVCAR-5 = OVCAR-5 ovarian cancer | 82,000 compounds, 2.9% hits
IGROV1 = IGROV1 ovarian cancer; 79,000 compounds, 4.7% hits; AID 1794786
RXF 393 = RXF 393 renal cancer cells; 77,000 compounds, 6.9% hits; AID 1794773
OVCAR-3 = OVCAR-3 ovarian cancer; AID 1794787; 79,000 compounds, 7% hits
SK-OV-3 = SK-OV-3 ovarian cancer cells | 80,000 compounds, 3.2% hits
A498 = A498 renal cancer cells; 76,000 compounds, 5.4% hits; AID 1794774
OVCAR-4 = OVCAR-4 ovarian cancer cells. 80,000 compounds, 3.7% hits. AID 1794784
OVCAR-8 = OVCAR-8 ovarian cancer. 81,000 compounds, 4.4% hits. AID 1794782
Active calls of the source: *; · = no result given; & = joins results of further samples; [ ] = dose if it differs, or a comment. How the source made its calls: active means growth percent below 10; inactive means the rest.

SMILES,ACHN,OVCAR-5,IGROV1,RXF 393,OVCAR-3,SK-OV-3,A498,OVCAR-4,OVCAR-8
COc1ccc(-c2cnnn2-c2nonc2N)cc1,100,95,118,105,118,105,93,102,98
O=C(CN1CCn2c(nnc2C(F)(F)F)C1)Nc1nc2ccc(Cl)cc2s1,103,98,109,101,111,101,·,105,100
CC(C)[O-].CC(C)[O-].CN(CCN(C)Cc1cc(F)cc(F)c1[O-])Cc1cc(F)cc(F)c1[O-].[Ti+4],9.8*,12,-42*,-79*,4.8*,16,·,14,11
COc1ccc(/C=C/c2c(C(C)=O)c(C)nc3ccccc23)cc1,84,77,77,87,98,81,73,70,85
O=C(O[C@@H]1Cc2c(O)cc(O)cc2O[C@@H]1c1cc(O)c2c(c1)OCO2)c1cc(O)c2c(c1)OCO2,102,101,108,99,111,91,92,109,96
O=C(Oc1ccc(Cl)cc1)Oc1ccc(Cl)cc1,114,116,111,117,119,117,112,117,102
CCC1(C)NC(C)(C)CO1 (centres undefined),108,111,107,110,100,96,106,112,105
CNC(=O)c1cc(Oc2ccc3nc(NC(=O)NCCCCN(C)C)sc3c2)ccn1,103,107,112,118,106,102,92,92,120
CCC(CC)(NC(=O)c1ccccc1)C(=O)O,104,83,99,·,100,105,·,99,102
CCCn1cc2c(=O)nc3sc(Cc4ccccc4)c(C)n3c2n1,109,111,105,119,99,104,100,99,92
COc1ccc(-c2cc(-c3cccs3)c(C#N)c(=O)[nH]2)c(OC)c1,90,99,88,83,107,111,75,45,83
O=C1C2=C(Nc3cc([N+](=O)[O-])ccc3N2)OC1c1c2ccccc2cc2ccccc12 (centres undefined),51,76,52,65,69,104,104,50,48
CCOC(=O)c1c(N)sc2c1CCCC2,93&160,89&124,69&120,68&138,76&117,84&102,43&108,78&119,85&123
CCOC(=O)c1c(C)nc2c(c1N)CC(=O)N2Cc1ccc(OC)cc1,28,80,46,38,16,9.0*,63,7.1*,14
Cn1ncc(C(=O)O)c1-n1cnc2ccc(Cl)cc2c1=O,104,106,111,113,107,90,118,108,112
O=C(/C=C/c1sc(Cl)nc1Cl)c1ccc(Cl)cc1,94,93,88,96,61,97,90,100,94
O=C1CCCC2=C1C(c1ccc3c(c1)OCCO3)n1ncnc1N2 (centres undefined),107,104,113,·,112,107,106,109,103
CCO/C=C/C(=O)OCC,110,102,97,99,131,110,96,109,109
Fc1ccc(/C=C(/C2=NCCN2)n2ccc3ccccc32)cc1,95,98,88,93,107,104,107,100,102
CC(C)=CCCc1cc(-c2cc(CCC=C(C)C)nc(N)n2)nc(N)n1,101,99,107,111,113,101,111,100,106
CCN1C(=O)N(CC)C2Nn3c(s/c(=C4\C(=O)N(C)c5ccccc54)c3=O)=NC21 (centres undefined),47,54,43,-17*,8.5*,63,-2.7*,60,38
c1ccc(N=c2scc(-c3ccccc3)n2-c2cccc(-n3c(-c4ccccc4)csc3=Nc3ccccc3)c2)cc1,97,103,106,90,104,135,118,95,101
COC(=O)CNC(=O)c1cccc(-c2cc(=O)c3c(OC)c(OC)c(OC)cc3o2)c1,99,98,99,99,·,118,91,102,98
Cn1c(=O)c2c(ncn2CCn2cc(COc3nc(OCc4cn(CCn5cnc6c5c(=O)n(C)c(=O)n6C)nn4)nc(OCc4cn(CCn5cnc6c5c(=O)n(C)c(=O)n6C)nn4)n3)nn2)n(C)c1=O,100,97,105,·,102,113,106,113,99
Cc1c2cc[nH]c(=O)c2c(C)c2c1[nH]c1ccc(OC(=O)c3ccccc3)cc12,-9.3*,53,31,37,44,8.1*,61,63,28
CC12CCC(C(=N/O)/C1=N\O)C2(C)C (centres undefined),102,87,107,103,104,109,·,106,117
Cn1cc(-c2cc3nc(-c4c[nH]c5ccccc45)cc(N)n3n2)c2cc(Cl)ccc21,-100*,-86*,-64*,-83*,-80*,-95*,-83*,-74*,-86*
Cc1cccc(C)c1Nc1ccc2nnc(-c3ccncc3)n2n1,100,97,104,109,104,104,95,105,100
CC(/C=C1\SC(=S)N(CC(=O)NC(CC(C)C)C(=O)O)C1=O)=C\c1ccccc1 (centres undefined),97,102,101,109,115,99,107,101,102
N#Cc1cc(CC(=O)Nc2cc(C3(C(F)(F)F)CC3)nn2CC2CCCCC2)ccc1F,102,104,96,·,124,111,97,96,106
CN1CCN(C(=O)[C@]23CCC(C)(C)C[C@H]2C2=CC[C@@H]4[C@@]5(C)C/C(=C/c6ccncc6)C(=O)C(C)(C)[C@@H]5CC[C@@]4(C)[C@]2(C)CC3)CC1,65,87,74,28,47,78,·,57,55
C#CCOc1ccc(C=O)cc1,101,103,105,117,109,110,98,109,104
CC(=O)N1N=C(c2ccc(F)cc2)CC1c1cccc(Nc2ccnc3cc(C(F)(F)F)ccc23)c1 (centres undefined),94,106,86,86,89,100,88,81,86
O=C(Nc1ccc(F)cc1)c1ccc(C(=O)Nc2ccc(F)cc2)cc1,100,101,109,105,109,103,90,93,100
c1ccc(-c2ccncn2)cc1,105,109,118,118,132,109,·,114,111
CSc1nn2c(-c3cccs3)ccnc2c1C#N,102,95,106,99,103,102,77,97,102
N=C1c2nc3n(c2C(=O)c2c1nc1n2CCCC1)CCCC3,100,105,100,107,92,110,93,84,98
ClCC(Cl)C1CCC(Cl)C(Cl)C1 (centres undefined),99,105,117,125,114,100,85,104,96
CC(C)C1=CCC2C(=C1)CCC1C(C)(C(=O)O)CCCC21C (centres undefined) (tested in a mixture with another compound),104,106,112,102,115,93,108,112,107
CCCCn1c(=O)c2c(nc3n2CCCN3CCc2ccc(O)c(O)c2)n(CCCC)c1=O,92,114,66,68,78,100,72,64,81

Reprinted at random: five compounds from above.
SMILES,ACHN,OVCAR-5,IGROV1,RXF 393,OVCAR-3,SK-OV-3,A498,OVCAR-4,OVCAR-8
CC(C)=CCCc1cc(-c2cc(CCC=C(C)C)nc(N)n2)nc(N)n1,101,99,107,111,113,101,111,100,106
CC(/C=C1\SC(=S)N(CC(=O)NC(CC(C)C)C(=O)O)C1=O)=C\c1ccccc1 (centres undefined),97,102,101,109,115,99,107,101,102
COC(=O)CNC(=O)c1cccc(-c2cc(=O)c3c(OC)c(OC)c(OC)cc3o2)c1,99,98,99,99,·,118,91,102,98
O=C1C2=C(Nc3cc([N+](=O)[O-])ccc3N2)OC1c1c2ccccc2cc2ccccc12 (centres undefined),51,76,52,65,69,104,104,50,48
C#CCOc1ccc(C=O)cc1,101,103,105,117,109,110,98,109,104

Carrying on.
SMILES,ACHN,OVCAR-5,IGROV1,RXF 393,OVCAR-3,SK-OV-3,A498,OVCAR-4,OVCAR-8
COc1ccccc1C(=O)C(=O)c1ccccc1OC,108,110,96,89,112,98,98,107,·
Nc1[nH]c(=O)ncc1F,93,96,115,106,107,100,121,113,104
Cc1ccc2[nH]c(=O)cc(-n3nncc3Cn3c4ccccc4c4ccccc43)c2c1,90,104,103,·,101,91,80,99,95
Cc1cc2ccccc2c[n+]1CCC[n+]1cc2ccccc2cc1C,97,96,126,124,104,104,126,96,97
O=C1OC(COCC#Cc2ccccc2)CN1c1ccccc1 (centres undefined),97,102,102,102,107,103,100,106,95
O=C(/C=C/C12c3ccccc3C(c3ccccc31)C1C(=O)NC(=O)C12)c1ccc(Cl)cc1Cl (centres undefined),28,38,23,-4.6*,-29*,50,36,43,11
CCOC(=O)c1cnn(CC(O)c2ccccc2)c1NC(=O)c1cccc(F)c1 (centres undefined),106,100,95,116,114,·,·,89,104
COc1ccc2oc(=O)cc(C3CC(=O)Oc4n[nH]c(C)c43)c2c1 (centres undefined),102,102,96,111,100,91,117,96,104
COc1ccc2[nH]c(=O)c(CSc3ccccc3N)cc2c1,84,95,94,102,104,120,72,89,98
CN(c1ccccc1C(=O)O)S(=O)(=O)c1ccccc1,102,103,111,103,117,124,100,113,103
CC(C)(C)C(=O)Cc1ccncc1,105,112,101,115,116,112,95,109,102
NC(=O)C(=O)Cc1nc2ccccc2s1,99,111,104,99,104,94,99,106,96
O=C1NC(=O)C(Cc2ccccc2)(Cc2ccccc2)N1,109,110,115,117,99,98,102,91,104
Oc1ccc(CSc2nnc(-c3ccc(Cl)cc3)n2-c2ccccc2)c2cccnc12,30,58,24,56,25,33,50,38,·
O=C(/C=C/c1cccc(Oc2ccccc2)c1)c1ccc(Nc2nc(Nc3ccc(F)cc3)nc(Nc3ccc(Cl)cc3)n2)cc1,99,99,94,97,104,120,113,98,104
CCCCCOc1ccc(C(=O)OC)cc1,105,95,84,115,114,106,94,110,85
CC(C)(C)c1cc(-c2cc(C(C)(C)C)nc(N)n2)nc(N)n1,102,93,108,108,121,97,101,104,104
O=C1OC(c2ccc(F)cc2)CC1CN1CCOCC1 (centres undefined),105,112,104,111,101,107,·,101,99
COc1ccc(N=C(C)c2ccc(OC)cc2)cc1,87,103,86,118,105,93,93,108,98
COC(=O)C1=C(O)CC2CC(C(=O)OC)N3C(=O)COC123 (centres undefined),104,108,109,113,120,123,106,103,105

Next part, overlapping the part above by 2 compounds.
SMILES,ACHN,OVCAR-5,IGROV1,RXF 393,OVCAR-3,SK-OV-3,A498,OVCAR-4,OVCAR-8
COc1ccc(N=C(C)c2ccc(OC)cc2)cc1,87,103,86,118,105,93,93,108,98
COC(=O)C1=C(O)CC2CC(C(=O)OC)N3C(=O)COC123 (centres undefined),104,108,109,113,120,123,106,103,105
C#Cc1cccc(NC(=O)C2CCCCN2C(=O)CCl)c1 (centres undefined),-97*[8.25 µM],-95*[8.25 µM],-70*[8.25 µM],-88*[8.25 µM],-66*[8.25 µM],33[8.25 µM],59[8.25 µM],-67*[8.25 µM],2.1*[8.25 µM]
Nc1nnc(-c2cncc(Br)c2)c(-c2c[nH]c3ccc(F)cc23)n1,80,103,96,87,95,91,110,75,92
COc1ccc(NS(=O)(=O)c2ccc(C)cc2)c([N+](=O)[O-])c1,95,106,102,·,106,105,80,115,104
CC(=O)c1ccc2c(c1)CCc1ccccc1-2,108,89,119,97,125,101,63,99,109
CCOC(=O)c1nc(Nc2ccc(NC(=O)Nc3ccccc3)cc2)c2ccccc2n1,98,101,96,110,106,102,66,117,103
CCCCCCCCCCCCCCCCCCOc1ccc(CC(=O)NCC[N+]2(C)CCCC2)cc1,105,103,88,119,98,104,109,110,97
CC(C)(O)C1CCCN1C(=O)c1ccccc1I (centres undefined),105,87,88,·,93,90,74,25,109
CCc1cccc(C(C)(C)C)c1NC(=S)/N=C/C(C(=O)c1ccccc1)=C(\O)c1ccccc1,100,104,104,110,113,94,107,73,111
COc1ccc(/C=C(\Cl)C(=O)Nc2ccccc2C(=O)O)cc1,105,107,108,113,108,107,106,97,·
Cc1ccc2c(c1)C(=O)N(NC(=O)c1ccc(S(N)(=O)=O)cc1)C2=O,112,107,106,109,111,118,81,110,115
CC(C)c1ccc(NC(=O)Cc2ccc(Nc3ncnc4cc(-c5cnn(CCN(C)C)c5)ccc34)cc2)cc1,-71*[30 µM],-99*[30 µM],-70*[30 µM],·,-90*[30 µM],-31*[30 µM],42[30 µM],-83*[30 µM],-27*[30 µM]
CCOC(=O)c1ccc(NC(=S)NC(=O)c2ccc(NC(C)=O)cc2OC)cc1,75,83,82,107,101,95,103,65,78
FC(F)(F)c1cccc(I)c1,103,103,117,114,118,106,·,114,127
COc1cc(OC)c(S(=O)(=O)NNC(=O)c2ccncc2)cc1C1=NN(C(C)=O)C(c2ccc(Cl)cc2)C1 (centres undefined),99,103,108,113,114,133,·,109,105
CCOC(=O)c1cn2ncnc(Oc3ccc(NC(=O)NCCN4CCN(C)CC4)c(Cl)c3)c2c1C,80,97,73,36,76,95,78,72,65
COc1cc2c(c(OC)c1OC)C(=O)CC(c1cccc(NC(=O)[C@H](CC(C)C)NC(=O)OC(C)(C)C)c1)O2 (some centres undefined),88,99,94,113,112,109,95,84,83
CC1CCc2c(C(=O)Nc3ncc(Cc4cccc([N+](=O)[O-])c4)s3)csc2C1 (centres undefined),31,35,31,-24*,1.1*,22,11,39,26
CNC(N)=S,96,97,105,105,·,106,108,106,103
CCCCn1c(=O)c(/C=C/C(=O)/C=C(/C=C/c2cc3ccccc3n(CCCC)c2=O)OB(F)F)cc2ccccc21,107,112,111,114,104,92,101,105,95
Nc1cccc(-n2c(COc3ccc(I)cc3)nc3ccccc32)c1,103&82,105&89,107&47,106&82,83&88,102&65,132&112,105&66,106&93
CCCCN(CCCC)C(C)=O,101,93,104,99,121,115,97,100,101
CC(=O)c1ccc(C)cc1,109,104,98,98,111,121,94,112,108
CCc1cc2n(n1)-c1ncc(C(=O)OC)cc1Oc1ccccc1-2,108,105,97,114,106,102,101,100,98
O=C(Nc1ccc(S(=O)(=O)N2CCOCC2)cc1)c1ccc(CN2CCc3ccccc3C2)cc1,74,98,76,85,70,83,50,59,57
Cc1cc(C)c2c(n1)sc1c(Nc3ccc(OCc4ccccc4)cc3)ncnc12,106,109,97,104,100,106,78,107,104
Cc1cc(=O)oc2cc(OCCCCOc3ccc(/C=C/C(=O)Nc4ccc([N+](=O)[O-])cc4)cc3)ccc12,111,116,121,·,113,127,105,99,113
COc1cc(OCc2cccc(-c3ccc(C(O)c4nccs4)cc3)c2C)cc(OC)c1C=O (centres undefined),25,16,21,59,48,·,·,16,60
